RAD52 inh = RAD52 DNA annealing inhibitors, primary screen, biochemical, FRET, single point, set 2; recombinant RAD52 DNA annealing, FRET fluorescence; inhibition, % at 18.7 µM; actives 0.46% (n = 360,000); AID 651710, 2012;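 active = every replicate showing at least 50% inhibition; inconclusive = mean inhibition at least 50% but not in every replicate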
ERAP1 HTS inh = human ERAP1 aminopeptidase inhibitors, primary screen, biochemical, single point, plate reader | Endoplasmic reticulum aminopeptidase 1 (Homo sapiens), Q9NZ08 | recombinant ERAP1, Leu-AMC fluorescence, 60 min | inhibition, % at 10.7 µM | actives 0.15% (n = 340,000);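 active = mean replicate inhibition of at least 30%, or all replicates individually reaching that 30% level; inactive = mean below 30% and not every replicate reaching it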;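 also: 0% = neutral control wells and 100% = L-leucinethiol positive control wells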
CFTR F508del cor = F508del CFTR correction, initial screen, CFBE line, single point. activity (quench increase), % at 7.58 µM. actives 0.36% (n = 350,000). CFBE cells, YFP halide quenching; stimulated with forskolin plus potentiator P3; % fluorescence drop versus neutral controls;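 active = mean added fluorescence quench of at least 8% versus neutral control, with both replicates also reaching 8%; inconclusive = only one of the mean or replicate conditions met; inactive = mean below 8% and not both replicates reaching 8%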;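 also: cells transiently co-express mutant CFTR-F508del with the halide-sensitive YFP; corrector assay measuring rescue of mutant channel to the surface after 24 h compound exposure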
ARNT-TACC3 inh = disruptors of ARNT/TACC3 protein interaction, primary screen, biochemical, AlphaScreen, single concentration; actives 0.66% (n = 390,000); inhibition, % at 9.99 µM; Transforming acidic coiled-coil-containing protein 3 (Homo sapiens), Q9Y6A5; AlphaScreen His-ARNT PAS-B/GST-TACC3 binding, luminescence; TACC3 fragment carries E629A point mutation;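 active = mean inhibition of replicates at least 50% and at least half of replicates each reaching 50%; inconclusive = half or more replicates reach 50% but mean below 50%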;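 also: 0% = complete ARNT plus TACC3 wells and 100% = ARNT alone without TACC3; many hits fall short of the cut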
esBAF inh = Bmi1 luciferase reporter increase in mESCs, primary screen, esBAF inhibitor project, mouse ES cells, Bmi1 luciferase knock-in, single point; 24 h; 100% = twice the neutral-well signal; reporter increase, % at 12.5 µM; actives 2% (n = 350,000); AID 602393, 2012; in the data active = activation above about 40%; inconclusive = no clear call, values can overlap the other calls;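 also: 0% = median of the plate's neutral control wells and 100% = double that signal; a rise in the Bmi1 reporter signal indicates esBAF inhibition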
RAD54 inh = inhibitors of human RAD54 branch migration, primary screen, biochemical, fluorescence, single point. actives 0.14% (n = 360,000). RAD54 Holliday junction branch migration, FAM/BHQ fluorescence. inhibition, % at 10.4 µM. AID 602329, 2012. DNA repair and recombination protein RAD54-like (Homo sapiens), Q92698;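 active = mean normalized replicate activity at least 40 and at least half of replicates scoring 40 or more; inconclusive = only one of the two criteria met; inactive = mean below 40 and under half of replicates reaching 40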;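 also: 0% = median of neutral control wells and 100% = median of positive control wells; inhibitors cause a drop in the FAM fluorescence signal; in these data hits start at about 50%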
Target sequence (Q92698 whole entry, looked up): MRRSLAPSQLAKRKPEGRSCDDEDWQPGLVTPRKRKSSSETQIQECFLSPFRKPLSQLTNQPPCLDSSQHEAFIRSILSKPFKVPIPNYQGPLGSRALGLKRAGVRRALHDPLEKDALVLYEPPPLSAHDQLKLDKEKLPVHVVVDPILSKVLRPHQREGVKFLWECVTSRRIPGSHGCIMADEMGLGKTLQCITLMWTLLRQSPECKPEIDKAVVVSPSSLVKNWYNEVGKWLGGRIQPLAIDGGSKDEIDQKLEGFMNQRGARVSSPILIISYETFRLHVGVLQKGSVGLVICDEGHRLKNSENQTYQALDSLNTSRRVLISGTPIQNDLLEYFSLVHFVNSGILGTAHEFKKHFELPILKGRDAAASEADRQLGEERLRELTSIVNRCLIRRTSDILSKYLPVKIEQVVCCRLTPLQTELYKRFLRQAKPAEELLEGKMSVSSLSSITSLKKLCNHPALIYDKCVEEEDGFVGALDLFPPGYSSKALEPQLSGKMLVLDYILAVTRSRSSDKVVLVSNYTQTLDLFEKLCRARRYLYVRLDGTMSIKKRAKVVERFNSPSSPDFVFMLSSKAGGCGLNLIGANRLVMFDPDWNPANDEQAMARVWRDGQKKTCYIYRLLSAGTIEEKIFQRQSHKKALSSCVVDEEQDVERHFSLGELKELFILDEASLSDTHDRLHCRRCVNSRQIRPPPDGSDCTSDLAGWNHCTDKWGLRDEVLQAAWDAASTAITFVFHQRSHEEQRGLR
XiGFP reactiv = activators of inactive X chromosome reactivation, primary screen, imaging, XiGFP fibroblasts, GFP high-content imaging, set 2; XiGFP mouse fibroblasts, % GFP-positive cells imaging, 3 d; cells co-treated with 5-aza-dC sensitizer; scaled so ellipticine positive control = 100%; activation, % at 7.58 µM; actives 0.055% (n = 360,000);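 active = mean normalized replicate activation at least 10% and every replicate at or above 10%; inconclusive = only one of the two criteria met; inactive = mean below 10% and not all replicates reach 10%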;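 also: 0% = median of on-plate neutral control wells and 100% = ellipticine 6 µM median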
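Assay system: SV40-immortalized XiGFP fibroblast cells, line 68-5-11; buffer or medium: DMEM plus 5-aza-dC sensitizer; compound: one concentration, pinned; timing: compounds 3 days, fix/stain 15 min at room temperature; benchmarks: positive control ellipticine, 6 µM final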
INS-1E GSIS act = GLuc luminescence reporter in INS-1E cells, primary screen for activators of glucose-dependent secretion of insulin; INS-1E GLuc reporter insulin secretion, 2-3 h; activation, % at 16.6 µM; actives 0.61% (n = 370,000); AID 743287, 2014;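 active = lowest replicate activation of at least 40%, so every replicate reaches that level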;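 also: 0% = median of neutral control wells and 100% = median of IBMX positive control wells; some compounds called inactive have numbers as strong as hits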
Active calls of the source: *; ? = inconclusive; nt = not tested or not shown; & = joins results of further samples.

SMILES	RAD52 inh	ERAP1 HTS inh	CFTR F508del cor	ARNT-TACC3 inh	esBAF inh	RAD54 inh	XiGFP reactiv	INS-1E GSIS act
CCOC(=O)c1ccc(NC(=O)CN2C(=O)C(CC)SC(CC)C2=O)cc1 (stereo not given)	-19	4	-2.4	-1	nt	nt	0.0	-24
CO[C@H]1CN(C)C(=O)c2ccc(NS(C)(=O)=O)cc2OC[C@@H](C)N(C(=O)NC(C)C)C[C@H]1C	-6	2	0.0	-6	-4	6	0.0	6
O[C@@H](Cc1ccccc1)[C@@H](/C=C/c1ccccc1)N(Cc1ccccc1)Cc1ccccc1	-10	-4	-1.2	nt	nt	nt	0.2	22
CC(=O)N1CCN(C(=O)c2cc3c(s2)CCCC3)CC1	1	-4	2.8	-2	17	-9	-0.1	5
CC(=O)NC[C@@H]1[C@@H](c2ccc(-c3ccccc3F)cc2)[C@@H](CO)N1C(=O)C1CC1	-37	-1	-1.1	-2	2	-1	0.6	-5
CC(=O)N1CC(=O)N2[C@@H](CO)[C@@H](c3ccc(C#CC(C)C)cc3)[C@@H]2C1	-8	-2	0.1	nt	nt	nt	0.1	4
COc1ccc(/C(C)=N/N=C(\C)c2ccc(OC)cc2OC)c(OC)c1	-25	1	-0.5	-6	1	-9	0.0	-10
O=C(Nc1ccnn1C1CCN(Cc2ccccc2OC(F)F)CC1)c1cccc(F)c1	-48	-4	-2.7	-9	0	5	0.2	-6
COc1ccc(NC(=O)N[C@@H]2C=C[C@@H](CC(=O)NCc3ccccn3)O[C@@H]2CO)cc1	-6	1	0.0	-12	-2	2	-0.1	11
COc1ccc(NC(=O)N(C)C[C@H]2OCCCC[C@H](C)Oc3ccc(NS(=O)(=O)c4ccc(C)cc4)cc3C(=O)N([C@@H](C)CO)C[C@@H]2C)cc1	-21	4	-0.3	-3	1	-10	0.0	-11
COc1ccc(OC(=O)N(C)C[C@@H]2OCc3cn(nn3)CCCC(=O)N([C@@H](C)CO)C[C@H]2C)cc1	-1&6&4	-2&1&0	-1.1&-1.7&-1.8	-11&-13	-4&0&4	-11&3&4	0.0&0.5	4&-4
CC(C)CCOc1ccc(C(=O)NNC(=O)CNC(=O)c2ccccc2F)cc1	-17	3	-1.4	-3	-4	-2	0.2	nt
CC(OC(=O)c1cccnc1Cl)C(=O)Nc1ccc2c(c1)OCCO2 (stereo not given)	-4	-4	-1.7	nt	nt	nt	0.0	2
Cc1noc(C)c1NC(=O)Nc1ccc2c(c1)C(=O)N([C@H](C)CO)C[C@H](C)[C@@H](CN(C)Cc1ccc(Cl)c(Cl)c1)OCCCC[C@@H](C)O2	-20	-1	1.3	13	-3	4	0.2	0
Cc1ccc(S(=O)(=O)Nc2ccc3c(c2)C(=O)N([C@@H](C)CO)C[C@@H](C)[C@H](CN(C)S(=O)(=O)c2ccc(F)cc2)OCCCC[C@@H](C)O3)cc1	-6	0	-2.2	6	20	4	-1.2	1
C/C(CC(=O)NCc1ccco1)=N\NC(=O)c1ccc(Cl)cc1Cl	-11	-1	2.5	19	-5	-1	0.4	-2
CCC(C)NC(=O)c1cc2c(=O)n3ccccc3nc2s1 (stereo not given)	5	-65	-0.3	1	21	11	0.0	15
COCCCNCCCCOc1cccc(Br)c1	-16	-2	0.7	0	nt	-10	0.0	7
COc1ccc(NC(=O)CO/N=C/C(=O)Nc2ccccc2C)c([N+](=O)[O-])c1	-14	3	0.3	7	?	1	0.0	6
COc1ccc2c(c1)C(=O)C(=O)N2CC1COc2ccccc2O1 (stereo not given)	1	1	-0.8	11	11	8	0.1	-16
Nc1sccc1C(=O)NCCN1CCOCC1	1	2	-1.7	nt	nt	nt	0.3	0
O=C(CN1CCOCC1)N1CCCCN2[C@H](C1)[C@H](c1ccc(C#Cc3ccccc3F)cc1)[C@@H]2CO	3	-3	0.7	-3	5	-7	0.2	8
C/C(=N\Nc1ccccn1)c1ccc(OC(F)F)cc1	-10	-1	-2.7	6	nt	nt	0.0	8
Cc1ccccc1NC(=O)C1CCCN(S(=O)(=O)c2cnc[nH]2)C1 (stereo not given)	-17	nt	-0.9	1	6	-4	0.0	16
O=C(COc1ccccc1)Nc1nnc(-c2ccc3c(c2)CCCC3)o1	-6	-3	-1.1	9	22	4	0.1	nt
O=C(NCCc1ccccc1)C(=O)Nc1ccc([N+](=O)[O-])cc1	-12	-2	-3.3	-6	nt	-14	0.2	-13
COc1ccc(S(=O)(=O)N(C)C[C@H]2Oc3ccc(NC(=O)Cc4cn(C)c5ccccc45)cc3CC(=O)N([C@H](C)CO)C[C@H]2C)cc1	-1	0	-2.7	12	3	4	-0.2	-9
C[C@H]1CN([C@@H](C)CO)C(=O)c2cc(NS(=O)(=O)c3cn(C)cn3)ccc2O[C@@H]1CN(C)Cc1ccc(C(=O)Nc2ccccc2N)cc1	20	2	-4.5	8	2	-2	0.2	20
C/C(N)=C(/C#N)C(=O)CSc1cc(Cl)ccc1Cl	nt	nt	nt	-5	nt	-9	-0.1	33
COCCN1C(=O)N[C@@H](c2ccccc2)C(C(=O)OC)=C1C	-5	-2	-0.5	-8	-9	-7	0.4	-5
O=C(NNS(=O)(=O)c1ccc(F)cc1)c1cnccn1	-26	0	3.7	-2	-1	-10	-0.1	-1
CCNc1c(C(=O)O)ccc2c1C(=O)c1ccccc1C2=O	nt	nt	nt	1	nt	4	-0.2	5
C[C@@H]1CN([C@H](C)CO)C(=O)Cc2cc(NC(=O)CCC(F)(F)F)ccc2O[C@H]1CN(C)C(=O)NC1CCCCC1	12	1	0.2	-6	-2	-4	-1.1	19
O=C(O)COCC(=O)NC1CCN(Cc2ccccc2)CC1	-2	nt	0.8	nt	nt	-1	0.0	10
CCCCn1c(N)c(N(CC)C(=O)c2ccccc2C(F)(F)F)c(=O)[nH]c1=O	-4	-4	0.7	-7	0	-7	-0.1	8
CN(C(=O)CN(c1ccccc1)S(=O)(=O)c1ccc(F)cc1)C1CCS(=O)(=O)C1 (stereo not given)	-18	nt	0.6	-8	-6	-17	0.4	10
CN1C(=O)/C(=C/c2cccc(Cl)c2)Sc2ccc(C(=O)N3CCOCC3)cc21	-11	2	-2.5	12	6	11	0.2	8
CC(=O)c1nn(-c2ccc(Cl)cc2)cc1C(=O)c1ccc(C)cc1	-4	2	-0.5	nt	nt	4	0.0	nt
CCC1CCCCN1CCCNC(=O)C1CC(=O)N(CCc2ccccc2)C1 (stereo not given)	-48	-3	1.6	2	6	-9	0.0	4
COc1ccc(NS(=O)(=O)c2cc(NC(=O)COc3ccc(OC)cc3)ccc2N2CCOCC2)cc1	-11	2	-4.4	-26	6	-14	0.1	-13
CC(C)(C)[C@H]1C=C(C(N)=O)O[C@@H](OCCCCO)C1	2	1	-0.4	-7	3	-1	0.0	-1
CCOC(=O)c1c(CN2CCN(CCO)CC2)n(-c2ccccc2)c2cc(Br)c(O)cc12	33	1	-3.6	13	nt	nt	-0.1	-7
Cc1ccc(NC(=O)CN(C)C(=O)c2ccc(Cl)c(S(=O)(=O)NCc3ccco3)c2)cc1	-11	1	4.5	2	4	3	0.7	-16
C[C@@H]1CN([C@H](C)CO)C(=O)c2cccc(NC(=O)C3CCCCC3)c2O[C@H]1CN(C)S(C)(=O)=O	3	4	0.1	11	4	6	-1.2	15
COc1ccc(NC(=O)/C=C/c2c(Cl)nc3ccccn23)cc1	-4	-2	-5.4	-6	nt	nt	0.0	-2
O=C1CC(c2ccc(Cl)cc2)CC(O)=C1C=NCCO (stereo not given)	1	0	-0.9	3	-5	-9	0.0	-4
COc1ccc(CNC(=O)c2c(C)oc3c2C(=O)c2ccccc2C3=O)cc1	3	1	12*	36	-9	-5	0.8	nt
COc1ccc(CCC(=O)N/N=C/c2ccc3c(c2)OCO3)cc1	-9	-2	0.5	1	56*	nt	0.0	nt
COc1cccc(CNC(=O)c2cccnc2Sc2ccc(Cl)cc2)c1	-6	-1	0.8	-7	2	0	0.1	25
COc1ccc(NC(=O)Cn2nnc(C(N)=O)c2N)c(OC)c1	-4	2	nt	-11	-1	-5	nt	9

Later entries:
SMILES	RAD52 inh	ERAP1 HTS inh	CFTR F508del cor	ARNT-TACC3 inh	esBAF inh	RAD54 inh	XiGFP reactiv	INS-1E GSIS act
CCOC(=O)c1[nH]c2ccc(Br)cc2c1NC(=O)CCN1CCCC(C)(C)C1	3	-1	0.9	nt	nt	nt	-0.1	-13
COc1ccc(S(=O)(=O)N2CCOCC2)cc1NC(=O)CSc1ncccn1	-2	3	1.1	1	nt	5	-0.2	nt
COc1cccc(C(C)NC(=O)Cc2cccs2)c1 (stereo not given)	-11	-4	-2.9	-10	0	4	0.1	-10
CCc1ccccc1NC(=O)C1=CN2CCS(=O)(=O)N=C2C=C1	-10	3	1.5	-7	2	2	0.2	1
COc1cc(S(=O)(=O)N2CCOCC2)ccc1NC(=O)CSc1n[nH]c(=O)[nH]c1=O	-11	-1	1.2	-3	nt	nt	0.1	27
CC(C)NC(=O)N(C)C[C@H]1Oc2ccc(NC(=O)Nc3ccc(F)cc3)cc2C(=O)N([C@H](C)CO)C[C@@H]1C	1	1	-0.9	-2	4	-3	-0.4	0
O=C(Nc1cc(F)ccc1F)N1C[C@H]2[C@@H](c3ccccc31)[C@@H](CO)N2C(=O)c1ccccc1	-20	0	2.3	-1	4	9	0.5	-5
CC=Cc1ccc2n(c1=O)C[C@@H]1[C@@H](CO)[C@H](C(=O)N3CCc4ccccc4C3)[C@H]2N1Cc1cocn1 (mixture of isomers)	-3	0	-0.3	3	2	-14	-0.1	-7
COc1ccccc1NC(=O)Nc1ccccc1C(N)=O	-22	1	1.3	nt	nt	nt	0.2	12
COC(=O)C[C@H]1CC[C@@H]2[C@@H](COc3ccc(NC(=O)NC(C)C)cc3C(=O)N2C)O1	nt	nt	-2.9	nt	-4	nt	0.5	10
NC(=O)COc1ccccc1C(=O)NC12CC3CC(CC(C3)C1)C2	-14	3	-2.3	-3	0	-13	0.0	18
C=C(C)C1CC=C(C)/C(=N\NC(=O)CNc2cccc3ccccc23)C1 (stereo not given)	0	-1	-1.2	2	nt	nt	0.0	19
Cn1cc(CCC(=O)NCc2cccc(Cl)c2)c2ccccc21	-32	-1	nt	0	-2	0	0.3	-11
CN(C)[C@H]1N(C(=O)c2ccc(Br)cc2)N=C2c3ccccc3S(=O)(=O)N21	-5	4	nt	1	-4	-2	nt	14
CNC(=O)c1sc(Nc2ccc(OCc3ccccc3)cc2)nc1C	-11	3	-1.5	4	12	5	0.2	-36
